From PubChem BioAssay
CCT chaperon mod: changes cytosolic chaperonin activity. purified chaperonin ATPase assay, HTRF ADP detection, 30 min. activity change, % (concentration not given with the values), hits read low. hit rate 0.3% among 360,000. AID 651819; in the data active = activity change below about -30%; also: % is scaled to controls: 0 for no effect and ±100 for the full control effect
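Nucleotide hydrolysis assay: TRiC at 20–40 nM final (set by batch activity) with 10 uM ATP, 30 min at 37 °C, in presence of 76 uM compound. Detection by competitive ADP HTRF, 30 min ambient.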
WRN inhibitor: blocks human WRN helicase. AID 651768. WRN helicase unwinding, fluorescent forked duplex, kinetic. Q14191. hit rate 0.46% among 360,000. Potency, µM (titrated, usually from 114 µM), inactives show at the highest dose activity change, negative = inhibition, hits mostly inhibitors; also: potency is read from the fitted curve at half-maximal effect; % is scaled to controls: 0 for no effect and ±100 for the full control effect; nearly all actives have a fitted effect of over 55% in size
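Fluorescence dequenching readout, ex 525 nm/em 598 nm, kinetic mode: forked duplex DNA (100 nM final) with adjacent fluorophore and quencher unwound by WRN (20 nM final) with 2 mM ATP. Compound preincubation 15 min, room temperature.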
Mm-Cpn inhibitor: blocks the Methanococcus maripaludis chaperonin Mm-Cpn; hit rate 0.031% among 330,000; purified Mm-Cpn ATPase, ADP Transcreener TR-FRET; Potency, µM (doses to about 76.9 µM), for the others: top-dose activity, negative = inhibition, actives largely listed as inhibitors; also: potency is read from the fitted curve at half-maximal effect; % is scaled to controls: 0 for no effect and ±100 for the full control effect; nearly all actives have a fitted effect of over 80% in size
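ATPase read-out: TR-FRET ADP immunoassay (anti-ADP Eu cryptate vs ADP-d2), ex 320 nm, em 590/665 nm; signal drops as ADP forms. Enzyme 25 nM, ATP 10 uM, 30 min at 37°C after 10 min compound preincubation.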
EPAC1 agonist: activates human EPAC1 exchange factor | O95398 | EPAC1 agonist qHTS, biochemical assay; response scale: 100% = response to 6.5 mM cAMP | Potency, µM (doses to about 154 µM), inactives show at the highest dose activation, most hits filed as activators | hit rate 0.073% among 360,000; also: potency is read from the fitted curve at half-maximal effect; nearly all actives have a fitted effect of over 60% in size
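Compounds were pinned as a concentration titration into mixtures of EPAC1 (100 nM), BODIPY-GDP-loaded Rap1B (250 nM) and GDP (50 uM). After 5 min at room temperature, fluorescence was followed for 30 min; activity was scaled to 6.5 mM cAMP.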
EPAC2 antag: blocks human EPAC2 exchange factor | hit rate 0.18% among 360,000 | Q8WZA2 | EPAC2 GEF exchange of Rap1B-BODIPY-GDP, fluorescence | Potency, µM (series often up to 114 µM), for inactives: at the highest dose activity, negative = inhibition, most hits filed as inhibitors | AID 720708; also: potency is read from the fitted curve at half-maximal effect; % is scaled to controls: 0 for no effect and ±100 for the full control effect; nearly all actives have a fitted effect of over 45% in size; many of its hits are not listed in these tables
EPAC1 antagonist: EPAC1 (human) antagonism; Potency, µM (doses to about 115 µM), without a hit: at the top dose activity change, negative = inhibition, actives largely listed as inhibitors; hit rate 0.14% among 360,000; O95398; EPAC1 GEF assay, Rap1b-BODIPY-GDP exchange fluorescence;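 also: potency is read from the fitted curve at half-maximal effect; plate controls were vehicle for no effect and positive control for full effect; nearly all actives have a fitted effect of over 50% in size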
PLK1 PBD block: blocks phosphopeptide binding to human PLK1 polo-box domain. P53350. Plk1 PBD binding of FITC phosphopeptide, fluorescence polarization. Potency, µM, for the others: max response, negative = inhibition, actives largely listed as inhibitors. hit rate 2.8% among 360,000. AID 720504; also: potency is read from the fitted curve at half-maximal effect; series mostly up to about 57 µM; % is scaled to controls: 0 for no effect and ±100 for the full control effect; nearly all actives have a fitted effect of over 65% in size
Target sequence (P53350 whole entry, looked up, the tested form may be a part): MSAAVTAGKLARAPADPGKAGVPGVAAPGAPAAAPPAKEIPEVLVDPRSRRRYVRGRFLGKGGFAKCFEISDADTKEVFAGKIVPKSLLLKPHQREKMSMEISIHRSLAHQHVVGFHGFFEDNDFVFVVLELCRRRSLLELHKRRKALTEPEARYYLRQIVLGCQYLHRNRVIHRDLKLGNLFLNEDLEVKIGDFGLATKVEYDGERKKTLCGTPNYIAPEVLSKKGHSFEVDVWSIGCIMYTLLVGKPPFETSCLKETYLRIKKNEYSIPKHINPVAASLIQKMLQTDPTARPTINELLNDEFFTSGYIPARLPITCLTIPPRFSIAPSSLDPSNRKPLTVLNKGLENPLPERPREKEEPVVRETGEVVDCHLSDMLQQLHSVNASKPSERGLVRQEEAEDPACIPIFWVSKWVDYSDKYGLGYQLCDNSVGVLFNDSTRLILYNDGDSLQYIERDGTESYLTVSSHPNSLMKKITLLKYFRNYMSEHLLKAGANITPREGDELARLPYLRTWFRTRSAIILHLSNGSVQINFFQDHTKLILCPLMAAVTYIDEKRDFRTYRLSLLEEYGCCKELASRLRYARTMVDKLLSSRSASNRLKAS
PI5P4K alpha inh: PI5P4K alpha (human) kinase inhibition; PI5P4Kalpha enzyme, ADP-Glo luminescence, 60 min; active compounds read low; P48426; hit rate 1.2% among 330,000; max response, %; active = max response of -50% or lower; inconclusive = between -30% and -50%; inactive = -30% or higher; also: value at the top dose of about 77 µM; % is scaled to controls: 0 for no effect and ±100 for the full control effect
Target sequence (P48426 whole entry, looked up): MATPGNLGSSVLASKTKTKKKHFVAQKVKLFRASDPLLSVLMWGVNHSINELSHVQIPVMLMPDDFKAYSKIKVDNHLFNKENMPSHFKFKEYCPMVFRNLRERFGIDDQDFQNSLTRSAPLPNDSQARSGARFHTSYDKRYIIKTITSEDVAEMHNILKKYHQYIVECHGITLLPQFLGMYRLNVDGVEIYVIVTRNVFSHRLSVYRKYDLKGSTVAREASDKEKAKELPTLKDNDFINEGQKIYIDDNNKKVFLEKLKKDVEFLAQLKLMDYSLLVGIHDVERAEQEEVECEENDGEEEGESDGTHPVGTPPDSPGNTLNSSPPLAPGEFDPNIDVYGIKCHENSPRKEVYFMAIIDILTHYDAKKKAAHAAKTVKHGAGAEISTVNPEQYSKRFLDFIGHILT
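ADP-Glo luminescence end-point after a 60 min room-temperature kinase reaction. PI5P4Kalpha and substrate in HEPES pH 7.4 buffer with EGTA, 0.1% CHAPS and 5% DMSO; ATP at 5 microM final.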
* = called active by the depositor; ? = inconclusive; / = no result given; & = joins results of further samples; [ ] = dose if it differs, or a comment. Unless noted, calls follow the shape of the dose curve; as a rule, active = well fitted curve in the direction sought with a large enough effect; inconclusive = small, poorly fitted or top-dose-only effect, or another doubt; inactive = no such curve, though single readings can be large; an effect the other way counts as inactive or inconclusive.

WRN inhibitor	PLK1 PBD block	EPAC1 agonist	Mm-Cpn inhibitor	CCT chaperon mod	PI5P4K alpha inh	EPAC2 antag	EPAC1 antagonist	compound
-7%	-7%	-9%	-1%	-0.3	-3	16%	14%	CCC(C)n1c(SCC(=O)NC2CCS(=O)(=O)C2)nc2ccccc2c1=O (stereo not drawn)
2%	-2%	1%	-1%	-1.7	0	3%	-3%	CCCOC(=O)CCn1c(=S)oc2ccccc21
4%	-5%	1%	-1%	-1.7	0	-5%	3%	COc1cc(O)c(C(CCN2CCCC(C)C2)c2ccc(N(C)C)cc2)c(OC)c1 (stereo not drawn)
-2%	1%	-1%	-1%	0.1	4	7%	1%	O=C(c1cc2cc([N+](=O)[O-])ccc2oc1=O)N1CCOCC1
-4%	-7%	5%	1%	0.4	/	6%	-10%	CCOc1ccc(-c2nnc3ccc(SC)nn23)cc1
0%	-4%	-14%	0%	-0.7	-1	-14%	-4%	CC(C)(C)OC(=O)C[C@@H]1C/C=C\C[C@H](CC(=O)N(CCO)Cc2ccccc2)C(=O)N[C@@H](Cc2ccccc2)COC1=O
11%	-21%	22%	2%	-0.7	-7	?	-10%	CC(C)(C)Nc1nc(Cl)nc(NCc2ccccc2)n1
-8%	-2%	-4%	-1%	2.9	6	13%	-10%	O=C(Nc1cc(S(=O)(=O)N2CCCCC2)ccc1N1CCOCC1)c1ccc(F)cc1
6%	3%	-9%	2%	0.7	-15	5%	-18%	O=C1Nc2ccccc2/C1=N\N1CCOCC1
5%[57.1 µM]	-13%	5%	/	0.2	7	5%	6%	CC(C)N1CCC(C)(C(=O)Nc2ccc(Cl)c(Cl)c2)C1 (stereo not drawn)
1%	2%	-8%	-1%	-1.3	-2	-5%	14%	CC(C)C(=O)Nc1ccc(NC(=O)c2cccnc2)cn1
-3%	-12%	8%	-1%	1.0	/	-6%	-9%	O=C(C1CCC(=O)N1C1CCCCC1)N1CCN(c2ccc(F)cc2)CC1 (stereo not drawn)
3%	-9%	-2%	-2%	-0.6	/	-1%	-20%	Cc1c(Br)c(C(F)(F)F)nn1CC(=O)NCC1CCCO1 (stereo not drawn)
5%	?	-1%	0%	0.7	2	16%	-10%	CC(C)CCNC(=O)C1(c2cccs2)CCOCC1
-16%	-6%	12%	1%	-0.7	/	3%	11%	O=C(CSc1nnc(-c2ccc(Cl)cc2)n1Cc1ccco1)Nc1ccc2c(c1)OCCO2
-3%	6%	-1%	1%	-0.7	-28	10%	-12%	FC(F)(F)c1ccc(C2[C@H]3CN(CC4CCCCC4)[C@H](c4ccccc4)C34CC2(c2cccnc2)C4)cc1 (stereo partly drawn)
5%	-15%	5%	-3%	-1.3	/	-5%	-10%	CCOC(=O)C1=C(O)C(Nc2nc3ccccc3s2)(C(F)(F)F)N=C1C (stereo not drawn)
-3%[11.6 µM]	-11%	-2%	3%	-2.5	-3	-15%	3%	Cn1c2ccccc2c(=O)c2ccc(C#CC3(O)CCCCC3)cc21
5%	1%	-1%	1%	-1.1	-2	8%	19%	O=C(CN1CCC(NC(=O)c2ccccc2F)CC1)NCc1ccc(F)cc1
-3%	3%	4%	?	-3.7	-7	23%	-13%	CCn1c(SC2CCOC2=O)nnc1-c1ccc(Cl)cc1 (stereo not drawn)
-2%	-1%&-10%	8%	1%	-1.8	-2	-11%	-2%	O=C(C1CCCN(S(=O)(=O)c2ccccc2)C1)N1CCCc2ccccc21 (stereo not drawn)
-1%	?	-8%	-2%	0.3	5	14%	4%	O=C1CC(/C=C/c2ccccn2)=Nc2ccccc2N1
-20%	-2%	6%	2%	0.8	-3	-2%	-5%	COc1ccc(S(=O)(=O)N2CCOC2CNC(=O)C(=O)NCCN2CCOCC2)cc1OC (stereo not drawn)
-13%	-7%	10%	-1%	0.4	5	-12%	-24%	Cc1ccc(NC(=O)CSc2nnc(-c3ccncc3)n2C)cc1S(=O)(=O)N1CCOCC1

An excerpt from above in order of molecular weight, rising.
WRN inhibitor	PLK1 PBD block	EPAC1 agonist	Mm-Cpn inhibitor	CCT chaperon mod	PI5P4K alpha inh	EPAC2 antag	EPAC1 antagonist	compound
-1%	?	-8%	-2%	0.3	5	14%	4%	O=C1CC(/C=C/c2ccccn2)=Nc2ccccc2N1
-3%	3%	4%	?	-3.7	-7	23%	-13%	CCn1c(SC2CCOC2=O)nnc1-c1ccc(Cl)cc1 (stereo not drawn)
-20%	-2%	6%	2%	0.8	-3	-2%	-5%	COc1ccc(S(=O)(=O)N2CCOC2CNC(=O)C(=O)NCCN2CCOCC2)cc1OC (stereo not drawn)

More structures
WRN inhibitor	PLK1 PBD block	EPAC1 agonist	Mm-Cpn inhibitor	CCT chaperon mod	PI5P4K alpha inh	EPAC2 antag	EPAC1 antagonist	compound
4%	1%	-2%	3%	-3.7	-4	-3%[57.1 µM]	-1%	Cc1cccc(N2CCN(C(=O)CCNC(=O)Cn3ccc4ccccc4c3=O)CC2)c1C
3%	5%	-2%	/	-3.5	-12	-13%	-5%	C=CCOC(=O)C(C(=O)Cc1ccccc1)c1ccccc1 (stereo not drawn)
-1%	-6%	3%	-2%	-0.3	5	3%	-6%	CCn1ncc(C2C(C(=O)Nc3ccc(C)cn3)=C(C)NC3=C2C(=O)CCC3)c1C (stereo not drawn)
1%	-6%	8%	1%	1.1	-13	-4%	2%	O=C(O)c1ccc2c(c1)N(Cc1ccc(F)cc1)C(=O)c1ccccc1S2
-3%	2%	0%	-2%	-2.3	-5	-2%	-14%	CCC(C(=O)OCC(=O)NC(=O)c1ccccc1OC)c1ccccc1 (stereo not drawn)
-1%	-7%	-1%	/	-0.5	3	-3%	-4%	CCCCNC(=O)[C@@H]1CC=C[C@@H]2CCN(Cc3ccc(Cl)c(Cl)c3)C(=O)[C@@H]21
-11%	-1%	8%	-2%	-2.1	/	-1%	-2%	CS(=O)(=O)N1CCC(C(=O)NCCN2CCN(Cc3ccccc3)CC2)CC1
-33%	-15%	-19%	0%	-0.4	6	?	-25%	CCC(C)[C@H]1COCCS(=O)(=O)N1Cc1ccc(Cl)cc1Cl (stereo partly drawn)
-1%	-6%	-1%	2%	-1.7	5	-6%	-19%	CC(=O)Nc1ccc(C(=O)OCCc2ccccc2)cc1
9%	-8%	2%	3%	-1.8	-2	1%	13%	Cc1ccc(NC(=O)CSc2n[nH]c(-c3ccncc3)n2)c(C)c1
-15%	1%	4%	-2%	2.5	/	14%	9%	O=C(Nc1ccccc1C(=O)O)c1ccc(Br)o1
-3%	-18%	6%	/	0.6	0	2%	8%	CC(=O)N(C)c1ccc(N=Cc2cc3c(cc2[N+](=O)[O-])OCO3)cc1
0%	-11%	-15%	0%	-1.7	-2	-12%	-2%	Cc1cccc(NC(=O)Cn2c(=O)oc3cc(S(=O)(=O)N4CCCC4)ccc32)n1
4%	-16%	-7%	1%	-1.3	-7	-11%	13%	CC(C)NC(=O)Nc1ccc2c(c1)C(=O)N([C@H](C)CO)C[C@H](C)[C@@H](CN(C)C(=O)NC1CCCCC1)O2
12%	-14%	-1%	-2%	-1.4	-9	-4%	-25%	CCOC(=O)CNC(=O)N1CCCC(C(=O)c2cc(C)c(OC)c(C)c2)C1 (stereo not drawn)
2%	-5%	-3%	-1%	-5.3	0	-11%	-4%	O=C(CSc1nnc(Cc2ccccc2)o1)c1ccc(F)cc1
-3%[57.1 µM]	-1%	8%	2%	0.6	-1	4%	-3%	CCNc1c(NS(=O)(=O)c2ccc(Cl)s2)c(=O)oc2ccccc12
-3%	-4%	-1%	-3%	-0.3	6	-7%	-18%	CC(C)N(Cc1cnn(C)c1)Cc1nc(-c2ccc(Cl)cc2)no1
8%	-17%	-2%	/	-2.2	-5	-1%	2%	Cc1ccc([C@@H]2C[C@H]3[C@@H](CN2S(=O)(=O)c2ccc(Cl)cc2)C(=O)C[C@@H](c2cccc4ccccc24)N3S(=O)(=O)c2ccc(C)cc2)cc1
-1%	-19%	2%	2%	-0.6	0	-2%	3%	CCN(CC)C(=O)Cn1c(=O)n(-c2ccccc2)c(=O)c2sccc21
-2%	-3%	-4%	-1%	-0.3	2	-17%	-3%	CCOC(=O)N1CCN(c2cc(=O)n(-c3cccc(Br)c3)c(=O)[nH]2)CC1
5%	-15%	-14%	0%	0.5	-4	3%	9%	CCc1ccc(OCC(=O)NNC(=S)NC(=O)C2CCCCC2)c(Br)c1
-3%	0%	-1%	-1%	0.2	-4	12%	6%	NC(=O)C1CCCN(CC(O)COCc2ccc(Cl)cc2)C1 (stereo not drawn)
4%	-3%	-6%	-1%	0.2	-3	1%	14%	Cc1ccc(NS(=O)(=O)c2ccc3c(c2)NC(=O)C(C)C(=O)N3)c(Cl)c1 (stereo not drawn)
-2%	-16%	1%	1%	1.0	-3	-14%	-3%	O=S(=O)(NCCc1ccccc1)c1ccc(F)cc1Br
-1%	-6%	4%	0%	0.7	/	1%	-7%	COc1nc(C)ccc1-c1noc(-c2ccco2)n1
3%	-13%	0%	1%	1.0	5	8%	15%	C[C@@H]1CN([C@H](C)CO)C(=O)c2cc(NS(=O)(=O)c3cccs3)ccc2O[C@H]1CN(C)Cc1ccccc1
6%	-4%	-16%	/	-2.4	-5	0%	-7%	CC(C)C[C@@H](CNCC(=O)[C@H](CC(C)C)NC(=O)c1[nH]cnc1C(=O)N[C@@H](C)CN)NC(=O)c1nc[nH]c1C(=O)N[C@@H](C)C(=O)O
-10%	-3%	0%	-1%	-1.1	-8	-9%	-3%	CCN(CC(=O)Nc1ccccc1Br)Cc1nc2ccccc2c(=O)[nH]1
-5%	-13%	-4%	-2%	-2.1	9	1%	1%	O=C(CSc1ccc(Br)cc1)Nc1ccc(N2CCOCC2)cc1
-5%[57.1 µM]	-3%	-8%	3%	0.4	-8	5%	3%	O=C(NCC1CCN(Cc2ccccc2F)CC1)Nc1ccccc1F
-22%	-4%	13%	1%	-0.6	-10	6%	-6%	CCOCC(=O)Nc1cccc(C(=O)OCC)c1

A portion of the library (hit frequency here may not be typical).
